Assay outcomes as filed in PubChem BioAssay.
ERK EGF inh – inhibitors of EGF-stimulated ERK signaling pathway; Potency, µM (doses to about 11.5 µM), inactives show at the top dose activity change, negative = inhibition, most hits filed as inhibitors; HEK293-V1b, EGF-stimulated phospho-ERK AlphaScreen; 130,000 compounds, 0.41% hits; AID 1454; active = well fitted inhibition curve with a large enough effect; inconclusive = small, poorly fitted or top-dose-only effect, or effect the other way;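 note: plate controls were stimulated vehicle wells for no effect and unstimulated vehicle basal for full effect; nearly all actives have a fitted effect of over 55% in size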
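Stably V1b-transfected HEK293 cells; 30 min compound, then EGF 25 nM final for 5 min at 37C; 10 min lysis; phospho-ERK by AlphaScreen after 5 hr beads at room temperature.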
Starred values were filed as active, the others as inactive; u = inconclusive; [ ] = dose if it differs, or a comment. Potency is the fitted concentration of half-maximal effect. The list is partial; the hit share may differ from the screen's.

Start of the listing, in advance, 19 compounds:
SMILES	ERK EGF inh
O=C(O)C(Cc1ccccc1)N1C(=O)CCC1=O (stereo not given)	-2%
C=CCNc1nc(N)c([N+](=O)[O-])c(NCCO)n1	-10%[57.5 µM]
O=C(CN1CCN(Cc2ccccc2Cl)CC1)N/N=C/C=C/c1ccccc1[N+](=O)[O-]	5%
C#CCN(C)Cc1ccccc1	-9%[57.5 µM]
CCN(C(=O)c1cnc(OC)cc1C(F)(F)F)c1ccc(Cl)cc1Cl	8%[57.5 µM]
O=C(O)c1nnn(-c2cccc(C(F)(F)F)c2)c1-c1ccccc1	4%[57.5 µM]
O=C(Nc1ccccc1C(=O)Nc1nncs1)c1ccccc1	5%[57.5 µM]
Cc1ccc(CN(CC(=O)NC2CCCC2)C(=O)CSc2nnc(COc3ccccc3)o2)cc1	3%
CCOC(=O)CSC1=N/C(=C/c2ccc(-n3cncn3)cc2)C(=O)N1C(C)=O	-13%
CC(Oc1cccc(Cl)c1)C(=O)Nc1ccncc1 (stereo not given)	-8%
O=c1c2sccc2nc(SCc2cc(=O)n3ccccc3n2)n1-c1ccc(Br)cc1	0%
CN(C)c1ccc(C(=O)N2CCN(c3cc(C(F)(F)F)nc4ccccc34)CC2)cc1	7%[57.5 µM]
CSc1sc(C#N)c2c1/C(=N\O)CCC2	-4%[57.5 µM]
COc1ccccc1CCNC(=O)/C(=C/c1cccnc1)NC(=O)c1ccccc1	6%
O=[N+]([O-])C(=C1SCCS1)C(=C(Cl)Cl)N1CCCCC1	u
CC1CN(C(=O)Nc2ccc3c(c2)OCCO3)CC(C)O1 (stereo not given)	-7%
O=C(NCc1n[nH]c(=S)n1Cc1ccccc1)c1ccc(Cl)cc1Cl	4%
CC1CC(C)(C)NC(=S)N1CCC(=O)NCc1ccc(Cl)cc1 (stereo not given)	0%
COc1cc(Nc2ncnc(N)n2)cc(OC)c1	-14%[57.5 µM]

All compounds of this part, previewed entries included:
SMILES	ERK EGF inh
O=C(O)C(Cc1ccccc1)N1C(=O)CCC1=O (stereo not given)	-2%
C=CCNc1nc(N)c([N+](=O)[O-])c(NCCO)n1	-10%[57.5 µM]
O=C(CN1CCN(Cc2ccccc2Cl)CC1)N/N=C/C=C/c1ccccc1[N+](=O)[O-]	5%
C#CCN(C)Cc1ccccc1	-9%[57.5 µM]
CCN(C(=O)c1cnc(OC)cc1C(F)(F)F)c1ccc(Cl)cc1Cl	8%[57.5 µM]
O=C(O)c1nnn(-c2cccc(C(F)(F)F)c2)c1-c1ccccc1	4%[57.5 µM]
O=C(Nc1ccccc1C(=O)Nc1nncs1)c1ccccc1	5%[57.5 µM]
Cc1ccc(CN(CC(=O)NC2CCCC2)C(=O)CSc2nnc(COc3ccccc3)o2)cc1	3%
CCOC(=O)CSC1=N/C(=C/c2ccc(-n3cncn3)cc2)C(=O)N1C(C)=O	-13%
CC(Oc1cccc(Cl)c1)C(=O)Nc1ccncc1 (stereo not given)	-8%
O=c1c2sccc2nc(SCc2cc(=O)n3ccccc3n2)n1-c1ccc(Br)cc1	0%
CN(C)c1ccc(C(=O)N2CCN(c3cc(C(F)(F)F)nc4ccccc34)CC2)cc1	7%[57.5 µM]
CSc1sc(C#N)c2c1/C(=N\O)CCC2	-4%[57.5 µM]
COc1ccccc1CCNC(=O)/C(=C/c1cccnc1)NC(=O)c1ccccc1	6%
O=[N+]([O-])C(=C1SCCS1)C(=C(Cl)Cl)N1CCCCC1	u
CC1CN(C(=O)Nc2ccc3c(c2)OCCO3)CC(C)O1 (stereo not given)	-7%
O=C(NCc1n[nH]c(=S)n1Cc1ccccc1)c1ccc(Cl)cc1Cl	4%
CC1CC(C)(C)NC(=S)N1CCC(=O)NCc1ccc(Cl)cc1 (stereo not given)	0%
COc1cc(Nc2ncnc(N)n2)cc(OC)c1	-14%[57.5 µM]
CS(=O)(=O)N(CC(=O)N1CCN(Cc2ccc3c(c2)OCO3)CC1)C1CCCCC1	8%
CC(C)[C@H](NC(=O)Nc1cccc(Br)c1)C(=O)O	1%
Cc1ccc(C#N)c(SCc2ccccc2[N+](=O)[O-])n1	4%
COc1ccc(C(=O)/C(=C/O)N=Nc2ccc(F)cc2)cc1	5%
COc1cc(-c2nc(S(=O)(=O)c3ccc(Cl)cc3)c(N(C)C)o2)cc(OC)c1OC	-14%
Cc1ccc(OC(=O)CCC(=O)NC(C)c2ccccc2)cc1 (stereo not given)	-1%
COc1ccc([N+](=O)[O-])cc1/C=N/NC(=O)c1nonc1N	-5%
CC(C)C[C@H](NC(=O)c1nc[nH]c1C(=O)NC(c1ccccc1)c1ccccc1)C(=O)OC(C)(C)C	3%[57.5 µM]
CC1(C)Cc2nc3sc(C(N)=O)c(N)c3cc2CO1	5%[57.5 µM]
Cc1cc2cc(CNC(=O)c3cccc([N+](=O)[O-])c3)ccc2[nH]1	1%
CCCCNC(=O)NNC(=O)COc1cccc(C)c1C	-6%
CC(C)(C)NC(=O)C(c1ccncc1)N(CC1CCCO1)C(=O)Cn1nnc(-c2ccc(F)cc2)n1 (stereo not given)	1%
Cc1ccn2cc(CCNC(=O)CC(C)(C)C)nc2c1	2%
CCOCCn1c(CN2CCc3ccccc3C2)nc2c1c(=O)n(C)c(=O)n2C	5%[57.5 µM]
C=C[C@]1(C)Cc2occ(C)c2C[C@H]1C(=C)C(=O)O	-6%
c1ccc(-c2nc(-c3nccc4ccccc34)oc2-c2ccccc2)cc1	0%[57.5 µM]
COc1ccc(-c2csc(N3C(=O)C4C5c6ccccc6C(c6ccccc65)[C@@H]4C3=O)n2)cc1 (stereo not given in full)	7%
CCN1CCN(C(=O)c2cc(COc3ccc4ncccc4c3)on2)CC1	-3%
CCn1c(O)c(N=NC(=O)c2ccc(CSc3nncn3C)cc2)c2ccccc21	-6%
O=C(/C(=C/O)N=Nc1ccccc1)c1ccco1	-4%
CN1CCN(CC(=O)Nc2cc(N(C)C)nc3ccccc23)CC1	3%
CNc1ccc(Cl)nn1	-6%
Cc1ccccc1N1CC2=C(C1=O)C(c1ccccc1)NC(=O)N2C (stereo not given)	-1%[57.5 µM]
COC(=O)c1c(N2C(=O)Nc3ccccc3N2O)sc2c1CCCC2	0%
COc1ccc(-n2c(C)csc2=S)cc1	0%
Cc1onc(C(=O)NN)c1C(=O)Nc1ncc(C(F)(F)F)cc1Cl	-4%
COc1ccc(/C=N/NC(=O)c2cccc(NC(C)=O)c2)c(C(=O)O)c1OC	-6%
Cc1ccc(C)c(NC(=O)C(OC(=O)c2ccc(C)s2)c2ccccc2)c1 (stereo not given)	-5%
O=C(Nc1ccccc1N1CCCC1)c1cccc(-c2cc3ccccc3oc2=O)c1	-2%
O=C(CCc1nc(-c2ccccc2Cl)no1)NCC1CCCO1 (stereo not given)	-4%
COc1ccc(NC(=O)c2ccc3c(c2)OCO3)cc1[N+](=O)[O-]	-5%

More entries follow.
SMILES	ERK EGF inh
O=C(CCN1CCCCC1)Nc1ccc(Br)cc1	-8%
CC(C)N(Cc1ccccc1)C(=S)NC(=O)C1(C)CC1(Cl)Cl (stereo not given)	5%
CCc1ccc(/C=N/NC(=O)Cc2cccn2C)cc1	10%[57.5 µM]
O=C(COC(=O)c1ccc[nH]c1=O)NC1CCCCC1	-3%[57.5 µM]
Cc1ccc(OCCNC(=O)C(=O)NCc2ccco2)cc1	-8%
CC(C)(C)NC(=O)c1ccc2c(c1)CCO2	-8%[57.5 µM]
CCOC(=O)C1CCN(c2ccc([N+](=O)[O-])c(C(C)=O)c2)CC1	3%
COc1cc(-c2noc(CCCC(=O)Nc3ccc(C(N)=O)cc3)n2)cc(OC)c1OC	-3%[57.5 µM]
O=C(/C=C/c1cccs1)NCc1cccnc1	3%
CCN(C(=O)CN1CCN(c2ccccc2F)CC1)c1c(N)n(Cc2ccccc2)c(=O)[nH]c1=O	29%
CCOc1c(C)cc2[nH]c(CCC(=O)O)nc2c1C	2%
CNc1ccccc1C(=O)OCC(=O)c1ccccc1	1%
O=C(Nc1ccc([N+](=O)[O-])cc1)c1cc2ccccc2nc1Cl	-12%[57.5 µM]
O=C(O)CCN1C(=O)CC(N2C(=O)/C(=C/c3ccc(Cl)cc3)SC2=S)C1=O (stereo not given)	-6%
Nc1nc(-c2ccccn2)nc(N)c1Cc1c(F)cccc1Cl	1%
CCN(CC)c1ccc(C(=O)OCC(=O)N(C(C)C)C(C)C)cc1	9%
COc1ccc(/C(N)=N/OC(=O)/C=C/c2ccccc2)cc1	4%
COc1cccc(C(=O)C2CCCN(Cc3cccc(-n4cccn4)c3)C2)c1 (stereo not given)	-6%[57.5 µM]
COc1cc(NC(=O)c2ccccc2-c2ccccc2)cc(OC)c1OC	2%
COC(=O)c1sccc1NC(=O)CC1C(=O)NCCN1C(=O)Nc1ccc(C(F)(F)F)cc1 (stereo not given)	-2%[57.5 µM]
Cc1ccc(S(=O)(=O)c2c(C)nn(C(C)(C)C)c2OC(=O)C(C)C)cc1	-7%
COc1cc(S(=O)(=O)NCc2ccccn2)c(OC)cc1Cl	-2%
CCO[C@@H]1OC(C(=O)NC2CC2)=C[C@H](C2CC2)[C@H]1CCCO	-8%[57.5 µM]
COCCN1Cc2cccc(C(=O)NCCCN3CCCC3=O)c2C1=O	-11%[57.5 µM]
CC(=O)Nc1ccc(CN2CCCC(CO)(Cc3ccccc3C)C2)cc1 (stereo not given)	-14%[57.5 µM]
Cn1ccnc1C1CCCCN1Cc1nc(Cc2cccc(C(F)(F)F)c2)no1 (stereo not given)	-1%
COc1ccc(-n2c(=O)cc(N3CCN(Cc4ccccc4)CC3)[nH]c2=O)cc1	1%
O=C(CSCc1ccccc1Br)N/N=C/c1ccccc1C(=O)O	2%
COC(=O)c1nnn(CC(=O)NC(=O)Nc2ccccc2F)c1C(=O)OC	-17%
N#Cc1ccc(CSC2=NCCN2)cc1	-10%
Cc1nn(-c2ccccc2)c(C)c1C(=O)OCC(=O)N(C)C1CCS(=O)(=O)C1 (stereo not given)	-2%
O=C(COc1ccc(C(=O)c2ccccc2)cc1)NC1CCCCCC1	-5%
Cc1c(/C=N/N2C(=O)C3C4C=CC(C4)C3C2=O)c2ccccc2n1C (stereo not given)	1%
Cc1noc(C)c1C(=O)N1CCC2(CC1)Oc1ccc(F)cc1C(=O)C21CC(c2ccc(Cl)cc2)=NO1 (stereo not given)	12%[57.5 µM]
c1ccc(Sc2cccc3ccccc23)c(CNC2=NCCN2)c1	-2%
CCOC(=O)C1=C(C)N=C2SC(C(=O)OC)=CC(=O)N2C1c1ccc(OC)cc1 (stereo not given)	u
CCOC(=O)/C(=C/c1ccc(OC(=O)c2ccccc2)cc1)C(C)=O	-10%
CSc1ncc(CN2CCN(C3CCCC3)C(CCO)C2)cn1 (stereo not given)	6%
CC(C)CN1C(=O)c2ccc(C(=O)Nc3c[nH]c(=O)[nH]c3=O)cc2C1=O	1%
COC(=O)c1ccc(/C=N/NS(=O)(=O)c2cc(C)ccc2C)cc1	-2%
COc1ccc(O)c(C(=O)C2c3ccccc3C(=O)N2c2ccc(C)cc2)c1 (stereo not given)	-7%[57.5 µM]
Cc1ccc(S(=O)(=O)Nc2cc(=O)[nH]c3c2CCC3)cc1	1%[57.5 µM]
Cc1cc(NC(=O)COc2ccccc2C)no1	-5%
CCCCC1=CC2=C(c3ccco3)C(=O)C(C)(OC(=O)c3ccc(OC)cc3)C(=O)C2=CN1Cc1ccc2c(c1)OCO2 (stereo not given)	u
COc1ccc(-c2cc([C@H]3[C@H]4C=CC[C@@H](C)[C@@H]4C(=O)N3Cc3ccccc3)ccc2F)cc1	3%[57.5 µM]
NC(=O)CC(NC(=O)c1ccc(Br)cc1)c1ccc(NCc2ccc(F)c(F)c2)c([N+](=O)[O-])c1 (stereo not given)	-10%[57.5 µM]
O=C(c1ccccc1)N1CCCN(c2nccc(C(F)(F)F)n2)CC1	-11%[57.5 µM]
Cc1onc(-c2ccccc2)c1C(=O)NC1C(=O)N2C(C(=O)O)C(C)(C)S[C@@H]12 (stereo not given in full)	1%
CN1CCN(C2=CC(=O)OC23CCCCC3)CC1	-3%
Cc1ccc(NC(=O)CSc2nnc(CNC(=O)c3cccs3)o2)cc1	-2%

Following part:
SMILES	ERK EGF inh
O=C(c1cccc(N2C(=O)C3C4C=CC(C4)C3C2=O)c1)N1CCN(c2ccccc2)CC1 (stereo not given)	-6%
Cc1ccc(NC(=O)C2CCCN(C(=O)c3ccc(Cl)cc3)C2)cc1S(=O)(=O)N1CCOCC1 (stereo not given)	-9%
C/C(CC(=O)Nc1cccc(Cl)c1Cl)=N\NC(=O)c1ccccc1N	-3%
O=C(O)c1ccccc1C(=O)Nc1ccc(Br)c(C(F)(F)F)c1	2%[57.5 µM]
CC(/C=N/NC(=O)CNc1n[nH]c(=O)[nH]c1=O)c1ccccc1 (stereo not given)	5%[57.5 µM]
Cc1ccccc1Nc1nc(N)nc(CN2CCN(C(=O)c3ccccc3)CC2)n1	4%
Cc1cc(C)c(Nc2cc(S(=O)(=O)O)c(N)c3c2C(=O)c2ccccc2C3=O)c(C)c1	22µM*
COc1ccc2c(CC(=O)Nc3ccccc3N3CCOCC3)coc2c1	-2%[57.5 µM]
COc1ccccc1N1CCN(C(=O)CSc2nnc3c4ccccc4nc(Cc4ccccc4)n23)CC1	-6%
Cc1cc(C)cc(N=Cc2ccc([N+](=O)[O-])s2)c1	-5%
CC(C)CC(=O)Nc1nnc(SCC(=O)Nc2ccc3c(c2)OCO3)s1	0%
O=C(COC(=O)c1ccc(S(=O)(=O)N2CCCCC2)cc1)NCc1ccco1	-7%
CSc1nc(N2CCOCC2)c2sccc2n1	-5%
Cc1ccc2c(c1)/C(=N/N1C(=O)c3ccccc3C1=O)C(=O)N2	-2%
CCOC(=O)c1c(CC(C)C)csc1/N=C/C1C(=O)CCCC1=O	-2%
Cc1ccc(-c2nc3cccnc3s2)cc1NS(=O)(=O)c1ccc2c(c1)CCCC2	11%
Cc1cc(C(C)(C)C)oc1C(=O)NCCCNC(=O)c1oc(C(C)(C)C)cc1C	5%
Cc1csc(Nc2cccc3ccccc23)n1	13%
